P. falciparum M1AAP = P. falciparum M1AAP inhibitors, biochemical, fluorogenic H-Leu-NHMec substrate, 1536-well (AID 1445); recombinant M1AAP, H-Leu-NHMec fluorogenic kinetic assay; higher % means a stronger effect; inhibition, % at 30 µM, or IC50 in µM where a hit was titrated; hit rate 0.42% among 220,000;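 active = primary inhibition above the hit cutoff, then over 50% inhibition at one or more dose response concentrations, cut at about 23% in these data, passing the limit was not always enough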;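 also: plate controls were DMSO full reaction for no effect and no enzyme background for full effect; strong numbers were not always called active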
P. falciparum M17LAP = P. falciparum M17LAP inhibitors, primary screen, biochemical, fluorogenic H-Leu-NHMec substrate, 1536-well (AID 1619) | Leucine aminopeptidase (Plasmodium falciparum (isolate 3D7)) | recombinant M17LAP, H-Leu-NHMec fluorogenic kinetic assay; higher % means a stronger effect | inhibition, % at 30 µM, or IC50 in µM where a hit was titrated | hit rate 0.38% among 220,000;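 active = compound inhibiting the enzyme by more than half at any dose during confirmatory dose-response retesting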;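 also: plate controls were full reaction with DMSO carrier for no effect and no enzyme background for full effect; strong numbers were not always called active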
HEK293 NOD2/NF-kB = NOD2 signaling inhibitors, cell-based, luminescence, uHTS, HEK293 (AID 1566) | HEK293 NOD2/NF-kB luciferase reporter, luminescence; higher % means a stronger effect | inhibition, % at 4 µM, or EC50 in µM where a hit was titrated | hit rate 0.63% among 290,000; also: many of its hits are not listed in these tables
AID2073 = inhibitors of Mint1-CaV2.2 protein interaction, biochemical, HTRF (AID 2073); Voltage-dependent N-type calcium channel subunit alpha-1B (Homo sapiens); inhibition, % at 20 µM; hits with a dose series show IC50 in µM; hit rate 0.19% among 290,000; HTRF protein-protein interaction, Mint1-CaV2.2; higher % means a stronger effect; in the data active = inhibition mostly above about 51%, no sharp cut-off; also: some results filed as inactive read as strong as hits
CSM14.1 death rescue = rescue of cells from ER stress-induced death, primary screen, 384-well, CSM14.1, thapsigargin, ATP luminescence (AID 1222); 190,000 tested, under 10 active; one-dose cellular ATP content (survival), % at 20 µM; EC50 in µM for titrated hits; CSM14.1 thapsigargin-induced death rescue, ATP luminescence; higher % means a stronger effect;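 active = EC50 below 50 µM in the dose-response confirmation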;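 also: death triggered by thapsigargin at about 15 µM added after 2 h compound pretreatment; cell ATP read after overnight thapsigargin exposure of roughly 18 to 22 hours; normalized against plate controls of thapsigargin alone and 5% DMSO vehicle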
Siah-1 displacement = Siah-1 peptide-binding antagonists, primary screen, biochemical, fluorescence polarization, rhodamine-plectin, uHTS (AID 1817); E3 ubiquitin-protein ligase SIAH1 (Homo sapiens); Siah-1 / rhodamine-plectin peptide fluorescence polarization; higher % means a stronger effect; one-dose displacement, % at 20 µM; IC50 in µM for titrated hits; hit rate 0.02% among 290,000;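 active = displacement of at least 50% at 20 µM, with a fluorescence ratio check between 0.3 and a set limit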;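 also: plate controls were Siah plus tracer with DMSO for no effect and tracer alone without Siah for full effect; strong numbers were not always called active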
LYP phosphatase = inhibitors of LYP phosphatase, biochemical, fluorescence intensity, uHTS (AID 1779). inhibition, % at 11.5 µM; hits with a dose series show IC50 in µM. recombinant LYP phosphatase, fluorescence intensity; higher % means a stronger effect. Tyrosine-protein phosphatase non-receptor type 22 (Homo sapiens). hit rate 0.054% among 290,000;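 also: plate controls were vehicle with enzyme for no effect and no enzyme for full effect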
XIAP antagonists = XIAP antagonists, biochemical, IAP family, fluorescence polarization (AID 1018); E3 ubiquitin-protein ligase XIAP (Homo sapiens); XIAP BIR domain, fluorescence polarization peptide displacement; higher % means a stronger effect; displacement, % at 20 µM, or IC50 in µM where a hit was titrated; hit rate 0.007% among 200,000; in the data active = displacement above about 50%; also: a part of the inactive calls stands beside numbers as strong as those of hits
Lipid droplet = inhibitors of hepatocyte lipid droplet formation, primary screen, imaging, high-throughput imaging, BODIPY stain; hit rate 0.4% among 240,000; inhibition, % at 6.5 µM; AML12 mouse hepatocytes, oleate lipid droplets;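 active = lipid droplet intensity inhibited by at least 50%, with more than 500 cells counted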
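Assay system: AML12 mouse liver cells | Compound dosing: One dose, 6.5 µM compound | Read-out basis: Droplet intensity reduction, % inhibition | Measured by: Fluorescence imaging, 20x objective, two fields per well | Schedule: Overnight treatment with compound plus oleate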
Lipid droplet cells 6.5 µM = recorded beside Lipid droplet, whose call it bears; cell count; measured here: cell count, cytotoxicity flag;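 cells counted across two imaged fields per well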
Numbers without * were called inactive; . = no result given. Rule as the data show it, unless noted: active = inhibition above about 50%; inactive = the rest. Not all compounds are listed, so the mix of outcomes need not match the whole.

Start of the listing, in advance, 2 compounds:
SMILES | P. falciparum M1AAP | P. falciparum M17LAP | HEK293 NOD2/NF-kB | AID2073 | CSM14.1 death rescue | Siah-1 displacement | LYP phosphatase | XIAP antagonists | Lipid droplet | Lipid droplet cells 6.5 µM
COCCn1c(=S)[nH]c2cc(C(=O)NC(C)C)ccc2c1=O | 5% | -3% | 1% | -59% | 3.5% | -5% | -4% | -5.4% | . | .
CNC(=O)C1CCN(S(=O)(=O)c2c(C)noc2/C=C/c2cccc(C)c2)CC1 | . | . | 12% | -2% | . | 1% | 0% | . | 12 | 750

The whole of this part, repeating the preview:
SMILES | P. falciparum M1AAP | P. falciparum M17LAP | HEK293 NOD2/NF-kB | AID2073 | CSM14.1 death rescue | Siah-1 displacement | LYP phosphatase | XIAP antagonists | Lipid droplet | Lipid droplet cells 6.5 µM
COCCn1c(=S)[nH]c2cc(C(=O)NC(C)C)ccc2c1=O | 5% | -3% | 1% | -59% | 3.5% | -5% | -4% | -5.4% | . | .
CNC(=O)C1CCN(S(=O)(=O)c2c(C)noc2/C=C/c2cccc(C)c2)CC1 | . | . | 12% | -2% | . | 1% | 0% | . | 12 | 750
CC1CCCC(C)N1c1nnc(N)s1 (stereo unspecified) | -2% | 0% | 4% | -10% | 5.0% | -8% | -5% | -5.1% | -15 | 640
COc1ccc(-c2cc(C(F)(F)F)nc(N3CCN(C)CC3)n2)cc1OC | -3% | -2% | 17% | 15% | -0.4% | -3% | -6% | -4.0% | . | .
S=c1[nH]nc(-c2cccnc2)n1-c1ccccc1 | -1% | -5% | 8% | 11% | -1.3% | -3% | -3% | -1.9% | -8 | 744
NC(=S)Nc1cnc2ccccc2c1 | -5% | -4% | -14% | 11% | 0.1% | 11% | 1% | -15% | 2 | 681
COc1cc(CC(=O)OCC(=O)Nc2cc([N+](=O)[O-])ccc2F)cc(OC)c1OC | 4% | -6% | 0% | 1% | -3.1% | -2% | -10% | -9.4% | 2 | 611
CC(C)Cc1nnc(NC(=O)CCC(=O)N2CCN(S(=O)(=O)c3ccccc3)CC2)s1 | 8% | 8% | 9% | -4% | -5.5% | 3% | -12% | -2.5% | 13 | 661
CC(=O)Nc1cccc(C(=O)/C=C/c2ccc(Br)cc2)c1 | 0% | 2% | -20% | -8% | 5.6% | 6% | -3% | -17% | -27 | 659
CN(C)c1ccc(/C=N/NC(=O)c2nnn(-c3nonc3N)c2CN(C)c2ccccc2)cc1 | . | . | -40% | 29% | . | -4% | -5% | . | -5 | 748
O=C(Nc1ccc(Br)cc1F)C1CCN(c2nnc(-n3cccc3)s2)CC1 | 5% | 1% | 9% | 4% | -0.6% | 1% | 0% | -5.1% | . | .
COc1ccc(NC(=O)Nc2cccnc2)cc1 | 6% | 4% | -11% | -5% | -3.8% | 1% | -5% | -1.6% | 15 | 773

5 entries from above, sorted by the number in XIAP antagonists, highest first.
| SMILES | XIAP antagonists |
| --- | --- |
| COc1ccc(NC(=O)Nc2cccnc2)cc1 | -1.6% |
| CC(C)Cc1nnc(NC(=O)CCC(=O)N2CCN(S(=O)(=O)c3ccccc3)CC2)s1 | -2.5% |
| COc1ccc(-c2cc(C(F)(F)F)nc(N3CCN(C)CC3)n2)cc1OC | -4.0% |
| O=C(Nc1ccc(Br)cc1F)C1CCN(c2nnc(-n3cccc3)s2)CC1 | -5.1% |
| COCCn1c(=S)[nH]c2cc(C(=O)NC(C)C)ccc2c1=O | -5.4% |

Later entries:
SMILES | P. falciparum M1AAP | P. falciparum M17LAP | HEK293 NOD2/NF-kB | AID2073 | CSM14.1 death rescue | Siah-1 displacement | LYP phosphatase | XIAP antagonists | Lipid droplet | Lipid droplet cells 6.5 µM
O=C(O)CCN1C(=O)c2ccc(NC(=O)C(c3ccccc3)c3ccccc3)cc2C1=O | 14% | -57% | 10% | 21% | . | -2% | -6% | . | -2 | 677
Cc1c(-c2ccc(O)cc2)nc2nc(-c3ccccc3)c(-c3ccccc3)nn12 | 5% | 19% | -4% | 10% | . | 11% | -2% | . | -5 | 724
COc1ccc(NC2=CC(=O)CC(C)(C)C2)cc1 | . | . | 7% | -12% | . | 2% | -4% | . | -4 | 825
Cc1ccc2c(c1)NC(=O)C(CC(=O)NCCN(C)C)O2 (stereo unspecified) | 12% | 1% | 4% | -2% | -0.5% | -3% | -5% | -5.9% | . | .
CC1CCC2(CC1)NC(=O)c1ccccc1O2 (stereo unspecified) | 5% | 2% | 2% | 5% | -0.6% | -2% | -10% | -4.2% | -3 | 841
COc1ccc(C(=O)OCC(=O)Nc2ccc(F)c(F)c2)cc1OC | 11% | 7% | 19% | -2% | -0.6% | -3% | -9% | -3.7% | 5 | 769
COC(=O)CNC(=O)c1cc(-c2ccncc2)nc2ccc(C)cc12 | . | . | -9% | 6% | . | 1% | -1% | . | 15 | 677
COc1ccc(N2CCN(C(=O)Nc3cccc(C(F)(F)F)c3)CC2)cc1 | 1% | -7% | -8% | -5% | 1.0% | 0% | 5% | -3.5% | 1 | 844
CNC(=S)Nc1sc2c(c1C(=O)OC)CCC2 | 2% | -9% | 10% | -18% | -0.6% | -4% | 3% | -22% | 7 | 675
CCOc1ccc(CCNC(=O)c2cccc(NC3=NC4CS(=O)(=O)CC4S3)c2)cc1 (stereo unspecified) | . | . | 2% | -4% | . | -1% | 0% | . | 1 | 811
O=C(NCCCN1CCOCC1)c1ccc(CNS(=O)(=O)c2ccc(Br)cc2)cc1 | 5% | 1% | 10% | 1% | 0.2% | -4% | -7% | -3.5% | -7 | 785
CC1CCCN(CCC(=O)Nc2ccc(F)c(F)c2)C1 (stereo unspecified) | . | . | 9% | -3% | . | 4% | -5% | . | 4 | 840
CCOC(=O)Nc1cc(C)ccc1OC | 13% | 7% | -5% | 5% | -2.6% | -2% | -6% | -6.3% | 1 | 770
Cc1ccc(-n2nc(C)c3cc(C(=O)O)sc32)cc1 | -5% | 2% | 5% | -1% | . | 2% | 0% | 2.2% | 12 | 663
CC(NCc1ccc2c(c1)OCO2)C(=O)N1CCc2ccccc21 (stereo unspecified) | 4% | 1% | 7% | -3% | -2.4% | 3% | 0% | -1.7% | -16 | 498
Cc1cccc(CN2C(=O)N/C(=C/c3cc(C)n(-c4ccccn4)c3C)C2=O)c1 | 7% | -5% | -13% | 2% | 0.7% | 2% | 5% | -5.0% | 38 | 789
COc1cccc(/C=C2\CCc3ccccc3C2=O)c1 | 4% | 14% | -138% | -2% | . | -1% | -7% | . | 21 | 606
Cc1cccc(N2CCN(C(=O)C3CCN(S(=O)(=O)c4cccc5cccnc45)CC3)CC2C)c1 (stereo unspecified) | 4% | -2% | 12% | -2% | 1.5% | 0% | 9% | -4.2% | . | .
COCCNC(=O)c1ccc(NC(=O)C2(c3ccccc3)CCCC2)cc1 | 7% | -1% | -10% | 15% | 1.9% | 2% | -5% | -3.4% | 16 | 682
Cc1ccccc1NC(=O)c1nc[nH]c1C(=O)NCc1ccccc1 | -5% | -1% | -2% | 5% | -0.4% | -5% | -3% | -5.9% | 0 | 725
O=C(c1cccc(S(=O)(=O)NCc2ccccc2)c1)N1CCN(c2cccc(C(F)(F)F)c2)CC1 | . | . | -13% | 7% | . | -4% | -12% | . | -14 | 816
CCN(C(=O)CSc1cc(C)c2ccccc2n1)C1CCS(=O)(=O)C1 (stereo unspecified) | 2% | 2% | 11% | -1% | -1.2% | 2% | -3% | -3.3% | -9 | 662
CC(NS(=O)(=O)c1ccc(F)cc1)C(c1cccs1)N1CCN(C)CC1 (stereo unspecified) | -5% | -19% | -2% | -1% | -2.0% | 2% | -2% | -7.2% | 2 | 734
CC(=O)c1ccc(NC2CC(O)C(O)CO2)cc1 (stereo unspecified) | 2% | -2% | -12% | 8% | -0.9% | 1% | -4% | -1.5% | . | .

Ordered by molecular weight (lowest first): part of the list above
SMILES | P. falciparum M1AAP | P. falciparum M17LAP | HEK293 NOD2/NF-kB | AID2073 | CSM14.1 death rescue | Siah-1 displacement | LYP phosphatase | XIAP antagonists | Lipid droplet | Lipid droplet cells 6.5 µM
COc1cccc(/C=C2\CCc3ccccc3C2=O)c1 | 4% | 14% | -138% | -2% | . | -1% | -7% | . | 21 | 606
Cc1ccccc1NC(=O)c1nc[nH]c1C(=O)NCc1ccccc1 | -5% | -1% | -2% | 5% | -0.4% | -5% | -3% | -5.9% | 0 | 725
O=C(c1cccc(S(=O)(=O)NCc2ccccc2)c1)N1CCN(c2cccc(C(F)(F)F)c2)CC1 | . | . | -13% | 7% | . | -4% | -12% | . | -14 | 816

Remaining list, next part:
SMILES | P. falciparum M1AAP | P. falciparum M17LAP | HEK293 NOD2/NF-kB | AID2073 | CSM14.1 death rescue | Siah-1 displacement | LYP phosphatase | XIAP antagonists | Lipid droplet | Lipid droplet cells 6.5 µM
CCCCCCC(=O)Nc1ccc(C(=O)N2CCCC2)cc1 | 8% | 0% | 0% | -2% | -3.6% | 3% | -5% | -1.9% | 5 | 820
O=C(c1ccc([N+](=O)[O-])cc1)c1cc2ccc(O)cc2oc1=O | . | . | 22% | 1% | . | 2% | -10% | . | -3 | 836
COc1ccc(N2C(=O)NC(NC(=O)c3ccncc3)(C(F)(F)F)C2=O)cc1 (stereo unspecified) | -4% | -3% | 9% | -1% | -0.8% | 16% | -3% | -2.6% | . | .
O=C1C2C3C=CC(C3)C2C(=O)N1/N=C/c1ccc(-c2ccccc2[N+](=O)[O-])o1 (stereo unspecified) | 18% | 20% | -29% | 7% | -4.8% | 1% | 8% | -4.0% | 16 | 726
CCC(=O)N1CCN(c2ccccc2NC(=O)c2ccc([N+](=O)[O-])o2)CC1 | . | . | 1% | 6% | . | 6% | -6% | . | -50 | 711
CCCCCSc1nc(N2CCOCC2)c2c(c1C#N)CC(C)(C)OC2 | -1% | -8% | 6% | -2% | 1.0% | 3% | -3% | 2.6% | . | .
Cc1noc(C)c1C(=O)OCC(=O)/C=C1\N(C)c2ccccc2C1(C)C | 14% | 4% | 2% | 1% | -1.4% | -3% | -3% | -4.1% | . | .
CCCn1c(CCNc2nc(-c3ccc(OC)cc3)cs2)nc2ccccc21 | . | . | 10% | -8% | . | -2% | -7% | . | . | .
CCN(CC)c1nc(OC)nc(-n2nnc(C(C)=O)c2C)n1 | 5% | 6% | 8% | 2% | -1.6% | 3% | -2% | -1.5% | . | .
Cc1ccc(CNC(=O)CSc2nnnn2C)cc1 | 3% | 11% | -3% | -5% | 0.6% | 4% | -10% | -21% | . | .
COc1ccc(NC(=O)CCNS(=O)(=O)c2ccc3c(c2)c(=O)n(C)c(=O)n3C)c(OC)c1 | 9% | 1% | 2% | -1% | -0.6% | 2% | -7% | -1.6% | -4 | 748

Bioassay records from PubChem.
